KLF5 inh: inhibitors of KLF5 expression | DLD-1 KLF5 promoter-luciferase reporter, luminescence | inhibition, % at 5 µM | 290,000 tested, 0.23% active | AID 1700;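 active means inhibition above a per-plate limit of that plate's mean compound inhibition plus 3 SD, cut at about 60% in these data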;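 further: 0% = DMSO wells and 100% = LY294002 at 200 µM; higher means less KLF5 promoter-driven luciferase light; inactives centre near -14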
TRPC4 block: blocks the mouse TRPC4 cation channel; Q9QUQ5; HEK293 TRPC4beta/mu-opioid, DAMGO-evoked Fluo4 calcium flux; hits give low values; 300,000 tested, 0.39% active; B-score at 10 µM;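 active means B-score over 3 SD under the library average, no early fluorescence shift, positive overall ratio signal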
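Material: HEK293 cells with stable TRPC4beta plus mu-opioid receptor expression / Probe or stimulus: DAMGO in two steps, submaximal then maximal / Compound: single concentration per test compound / Technique: kinetic Fluo4 fluorescence imaging of calcium influx / Read-out: per-well B score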
IEC-6 cytotox: counter-screen for KLF5 inhibitors: cytotoxicity in IEC-6 cells. IEC-6 cytotoxicity, luminescence viability. inhibition, % at 5 µM. AID 1825. 290,000 tested, 0.78% active; in the data active means inhibition above about 22%;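 further: 0% = plate median of test compound wells and 100% = cytotoxic reference compound wells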
TRPC4 act: TRPC4 (mouse) channel activation; Q9QUQ5; HEK293 TRPC4beta/mu-opioid, Fluo4 calcium fluorescence; hits give high values; B-score at 10 µM; 310,000 tested, 0.49% active; AID 2237;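 active means B-score above 5 SD of library B-scores, and initial fluorescence ratio not above library mean plus 5 SD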;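 further: positive B-score marks a calcium rise read as TRPC4 activation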
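Material: HEK293 stable line with TRPC4beta plus mu-opioid receptor; technique: Fluo4 calcium-sensitive dye fluorescence, kinetic, 1 Hz baseline; timing: Fluo4 dye loading 45 min at room temperature, 110 s recording; controls: assay buffer as low control, maximal DAMGO as high control; read-out: integrated baseline-normalised fluorescence ratio, converted to per-well B score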
TRPC6 inh: blocks the mouse TRPC6 cation channel; HEK293-TRPC6, membrane potential dye, ACh-evoked depolarization; hits give low values; B-score at 10 µM; 310,000 tested, 1.1% active; AID 2553;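 active means B-score under library mean minus 3 SD, initial fluorescence not abnormally high, positive integrated signal ratio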;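 further: B-score derived from integrated fluorescence ratio over the kinetic read; more negative B-score means stronger inhibition of depolarization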
aSyn 5UTR inh: MLPCN primary screen, SNCA 5' untranslated region | alpha-synuclein 5'UTR reporter, inhibitor activity | inhibition, % (tested at 7.5 µM) | 300,000 tested, 0.82% active; in the data active means inhibition above about 60%; inconclusive means no clear call, values can overlap the other calls;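 further: H4 neuroglioblastoma cells stably carrying SNCA 5'UTR luciferase fusion; 0% = DMSO wells and 100% = positive control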
MrgX1 antagonist: blocks BAM8-22 activation of human MrgX1 receptor. Q96LB2. MRGX1-HEK293 calcium flux, Fluo-4, BAM8-22 antagonism; hits give low values. B-score at 10 µM. 310,000 tested, 1.3% active. AID 588676;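 active means calcium-response B-score plate-corrected more than 3 library SD below zero, starting fluorescence within 5 deviations, no agonist response on first addition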;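 further: peak minus trough fluorescence over baseline after final BAM8-22 challenge near maximal dose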
Target sequence (Q96LB2 whole entry, looked up): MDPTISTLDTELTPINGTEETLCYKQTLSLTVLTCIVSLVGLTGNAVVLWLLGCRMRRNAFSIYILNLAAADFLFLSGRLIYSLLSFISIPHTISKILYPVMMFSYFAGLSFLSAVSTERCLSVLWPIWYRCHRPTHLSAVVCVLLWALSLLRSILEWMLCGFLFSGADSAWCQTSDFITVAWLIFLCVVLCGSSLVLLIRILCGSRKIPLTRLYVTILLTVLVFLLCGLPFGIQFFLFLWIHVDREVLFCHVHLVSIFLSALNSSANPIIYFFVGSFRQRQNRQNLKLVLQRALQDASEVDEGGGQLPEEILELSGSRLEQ
TRPC4 PAM: allosterically enhances the mouse TRPC4 cation channel. AID 2227. HEK293 TRPC4beta/mu-opioid, DAMGO EC20, Fluo-4 Ca2+ flux; hits give high values. Q9QUQ5. 310,000 tested, 0.42% active. B-score at 10 µM;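 active means B-score of calcium response area above 5 SD of library B-scores, with initial fluorescence ratio within 5 SD of library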;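 further: B-score of integrated fluorescence ratio over time as area under calcium response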
HIF act: HIF pathway transcriptional activation; U2OS HRE-luciferase reporter, luminescence; normalized: DMSO 0%, desferrioxamine 100%; 300,000 tested, 0.32% active; activation, % at 7.5 µM (by protocol);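 active means mean activation of at least 10% of the iron chelator positive control signal, with at least half of replicates also reaching 10%; inconclusive means mean and replicate majority disagree about reaching 10%; inactive means mean and most replicates under 10%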
SKKanGAS inh: SKKanGAS growth inhibition | inhibition, % at 7.5 µM | 300,000 tested, 1.3% active | S. pyogenes SKKanGAS, kanamycin growth, BacTiter-Glo, 6 h;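 active means mean replicate score, as percent of positive control median, at least 50; inconclusive means mean below 50 but one replicate at or above 50; inactive means mean and every replicate below 50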;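 further: strain carries kanamycin resistance gene driven by streptokinase promoter and grows in 40 µg/ml kanamycin; loss of luminescence reflects streptokinase promoter inhibition or plain growth inhibition; 0% = median of DMSO wells and 100% = positive control at its reference dose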
TRPC6 act: activators of mouse TRPC6 channel | Q61143 | HEK293-TRPC6 membrane potential dye fluorescence; hits give high values | B-score at 10 µM | 310,000 tested, 0.13% active;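 active means B-score of the integrated fluorescence ratio above library mean plus 3 SD, and starting fluorescence ratio within library mean plus 5 SD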;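 further: higher score means more depolarization so channel activation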
Starred values were filed as active, the others as inactive; i = inactive; u = inconclusive; x = no result given.

| compound | aSyn 5UTR inh | TRPC6 act | HIF act | SKKanGAS inh | TRPC4 act | MrgX1 antagonist | KLF5 inh | IEC-6 cytotox | TRPC4 PAM | TRPC4 block | TRPC6 inh |
| --- | --- | --- | --- | --- | --- | --- | --- | --- | --- | --- | --- |
| Cc1ccc(NC(=O)c2ccc(N3CCOCC3)c([N+](=O)[O-])c2)cc1S(=O)(=O)N1CCOCC1 | 27 | i | -0.7 | 12 | i | i | -4 | 8 | i | i | i |
| CCCCC1=CC2=CC(=O)C(C)(OC(=O)CC)C(=O)C2=CN1Cc1ccco1 (stereo not drawn) | 7 | i | -7.1 | 10 | i | i | x | x | i | i | i |
| COc1ccc(NC(=O)COC(=O)COc2ccc(Br)cc2)cc1 | 14 | i | -0.6 | -17 | i | i | 3 | 5 | i | i | i |
| CCc1ccc(S(=O)(=O)/N=C2\C=C(Nc3cccc(C(=O)O)c3)C(=O)c3ccccc32)cc1 | 30 | i | 2.4 | 106* | i | i | -41 | 3 | i | -8* | i |
| O=C1N/C(=N\N=C\c2ccco2)SC1Cc1ccc(F)cc1 (stereo not drawn) | 15 | i | -0.6 | -3 | i | i | 3 | -4 | i | i | i |
| O=C(Nc1cccc(O)c1)C1CC(c2cccc(Br)c2)=NO1 (stereo not drawn) | -2 | i | 0.3 | 0 | i | i | -2 | 7 | i | i | i |
| COC(=O)c1ccccc1NC(=O)C1=CC(c2cccs2)=NS(=O)(=O)N1C | 1 | i | -0.5 | 0 | i | i | -17 | 5 | i | i | i |
| O=c1c2cn[nH]c2nc(SCc2cc(=O)n3cc(Br)ccc3n2)n1-c1ccc(Br)cc1 | 18 | i | 0.0 | 25 | i | i | -29 | 0 | i | i | i |
| Cc1ccc(CNC(=O)C2CCCN(S(=O)(=O)c3c(C)[nH]c(=O)[nH]c3=O)C2)cc1 (stereo not drawn) | 11 | i | 0.2 | 0 | i | i | -10 | 0 | i | i | i |
| CCCCN(C(=O)COC(=O)CSc1ccc([N+](=O)[O-])cc1)c1c(N)n(CCC)c(=O)[nH]c1=O | -3 | i | -0.2 | -11 | i | i | x | x | i | i | i |
| O=C(COC(=O)c1ccccc1Br)Nc1ccccc1F | -4 | i | 1.1 | -9 | i | i | 14 | -5 | i | i | i |
| C(=N\Nc1ncnc2sc3c(c12)CCC3)/c1ccncc1 | 25 | i | 0.3 | 5 | i | i | 1 | 8 | i | i | i |
| Cc1ccc(S(=O)(=O)Oc2ccc(/C=N/NC(=O)c3nn(C)cc3Cl)cc2)cc1 | -32 | i | 0.3 | 0 | i | i | -22 | 1 | i | i | i |
| COc1ccc(CCNC(=O)CS(=O)Cc2nc(-c3ccccc3Cl)oc2C)cc1OC (stereo not drawn) | 15 | i | 0.2 | -3 | i | i | -20 | -1 | i | i | i |
| COc1cc2nc(C3CCC3)n(NC(=O)C3CCCC(OC)C3)c(=O)c2cc1OC (stereo not drawn) | 6 | i | 0.3 | 3 | i | i | x | x | i | i | i |
| CCCC12CN(C(=O)c3ccc(OC)cc3)CC(C)(CN(C(=O)c3ccc(OC)cc3)C1)C2=O | 21 | i | -0.1 | 4 | i | i | 6 | 5 | i | i | i |
| Cc1cc(C)cc(C(=O)N/N=C/c2ccoc2)c1 | -2 | i | -0.2 | -6 | i | i | -26 | 1 | i | i | i |
| O=c1nc(N2CCCCC2)nc(Nc2ccccc2)[nH]1 | 25 | i | x | -11 | i | i | -23 | 6 | i | i | i |
| Cc1cc(C(=O)Nc2cccc3ccccc23)co1 | -8 | i | 0.5 | 2 | i | i | -13 | 2 | i | i | i |
| COc1ccccc1C(=O)Nc1cccc(N(C)S(C)(=O)=O)c1 | -9 | i | 0.1 | 4 | i | i | -8 | 5 | i | i | i |
| N#Cc1ccc(Cl)cc1NC(=O)COC(=O)[C@H](CCC(N)=O)NC(=O)c1ccc(F)cc1 | 7 | i | -0.4 | 2 | i | i | -2 | 6 | i | i | i |
| CN(C)C(=N)c1n[nH]nc1SCc1ccc(Cl)c(Cl)c1 | 14 | i | -0.2 | -2 | i | i | -1 | 1 | i | i | i |
| Cc1cc(C)c(C(=O)CSc2nnc(C)c(=O)[nH]2)cc1C | 7 | i | -0.4 | 0 | i | i | -34 | 7 | i | i | i |
| Cc1ccc(N=C(c2cccs2)N2CCOCC2)cc1 | -66 | i | 3.3 | -2 | i | i | -52 | 3 | i | i | i |
| Cc1c(C(=O)N/N=C/c2cccnc2)nnn1-c1nonc1N | -29 | i | -26 | -5 | i | i | -8 | -1 | i | i | i |
| O=C(Nc1ccc(S(=O)(=O)Nc2ncccn2)cc1)c1cccc(S(=O)(=O)N2CCOCC2)c1 | 2 | i | -1.1 | 0 | i | i | 16 | 3 | i | i | i |
| CC(C)(C)c1csc(NC(=O)CCc2ccccc2)n1 | -6 | i | 0.3 | 13 | i | i | -140 | -4 | i | i | i |
| COc1ccc(CCNC(=O)CCS(=O)(=O)c2ccc3c(c2)NC(=O)C(C)S3)cc1OC (stereo not drawn) | 21 | i | 0.0 | 0 | i | i | -18 | -1 | i | i | i |
| CCCC1=C(C(=O)OCC)C(c2ccc(O)cc2)n2ncnc2N1 (stereo not drawn) | -1 | i | 0.0 | 4 | i | i | -7 | 6 | i | i | i |
| C=CCN1C(=O)c2ccc(C(=O)NCCc3ccc(F)cc3)cc2C1=O | 1 | i | 0.1 | 2 | i | i | -32 | -5 | i | i | i |
| Cn1c(=O)c2ncn(CC(=O)Nc3ccc4c5c(cccc35)CC4)c2n(C)c1=O | -21 | i | -0.6 | -10 | i | i | -6 | -6 | i | i | i |
| O=c1[nH]c2cc3c(cc2cc1CN(Cc1nnnn1C1CCCC1)C1CCCC1)OCCO3 | -79 | i | 2.5 | 2 | i | i | -13 | 0 | i | i | i |
| COc1ccc(Cn2c(C)nc([N+](=O)[O-])c2SCC(=O)O)cc1[N+](=O)[O-] | 12 | i | -0.6 | 26 | i | i | 9 | 5 | i | i | i |
| O=C(CNS(=O)(=O)c1cccc(Cl)c1)OCc1csc(-c2ccccc2)n1 | -35 | i | 0.4 | -9 | i | i | -4 | -3 | i | i | i |
| O=C(c1cc(=O)[nH]c2ccccc12)N1CCN(c2ccc([N+](=O)[O-])cc2)CC1 | -2 | i | 0.0 | -6 | i | i | -11 | 0 | i | i | i |
| Cc1nc2c(C#N)cnn2c2c1CCN2CC1CCCO1 (stereo not drawn) | 31 | i | -0.8 | -2 | i | i | -34 | 1 | i | i | i |
| Fc1ccc(-c2n[nH]c(=S)n2-c2ccc3c(c2)OCCO3)cc1 | -6 | i | -0.1 | 3 | i | i | 5 | 9 | i | i | i |
| CC(C)c1ccc(CN2CCSCC2)cc1 | -6 | i | 0.1 | -4 | i | i | 4 | -3 | i | i | i |
| COc1ccc(Cl)cc1NC(=O)CCn1cnc2ccccc2c1=O | -4 | i | -0.1 | -1 | i | i | 12 | 2 | i | i | i |
| O=C(NCc1cccnc1)c1noc2c1CCCCC2 | -53 | i | 0.6 | -2 | i | i | -4 | 7 | i | i | i |
| COc1ccc(CCNC(=O)C2CC(c3ccc([N+](=O)[O-])cc3)=NO2)cc1 (stereo not drawn) | -69 | i | 2.6 | -2 | i | i | -32 | -1 | i | i | i |
| c1ccc(-c2onc3cc4c(cc23)OCCO4)cc1 | -167 | i | 2.5 | -3 | i | i | -67 | -4 | i | i | i |
| Cc1ccc(C)c(N2CCN(C(=O)CC3Sc4ccccc4NC3=O)CC2)c1 (stereo not drawn) | 23 | i | -0.3 | 7 | i | i | 10 | 7 | i | i | i |
| N#C/C(=C\c1ccccc1)C(=O)NC1CC1 | -10 | i | -2.9 | 1 | i | i | -25 | 0 | i | i | i |
| Cc1cc(C(=O)COC(=O)C2=COCCO2)c(C)n1-c1cccc(F)c1 | -156 | i | 0.2 | -8 | i | i | x | x | i | i | i |

Entries listed so far that have a COOH group (2):
| compound | aSyn 5UTR inh | TRPC6 act | HIF act | SKKanGAS inh | TRPC4 act | MrgX1 antagonist | KLF5 inh | IEC-6 cytotox | TRPC4 PAM | TRPC4 block | TRPC6 inh |
| --- | --- | --- | --- | --- | --- | --- | --- | --- | --- | --- | --- |
| CCc1ccc(S(=O)(=O)/N=C2\C=C(Nc3cccc(C(=O)O)c3)C(=O)c3ccccc32)cc1 | 30 | i | 2.4 | 106* | i | i | -41 | 3 | i | -8* | i |
| COc1ccc(Cn2c(C)nc([N+](=O)[O-])c2SCC(=O)O)cc1[N+](=O)[O-] | 12 | i | -0.6 | 26 | i | i | 9 | 5 | i | i | i |

Some values from above:
Entry for Cc1ccc(C)c(N2CCN(C(=O)CC3Sc4ccccc4NC3=O)CC2)c1 (stereo not drawn) in HIF act: -0.3
Entry for O=C(NCc1cccnc1)c1noc2c1CCCCC2 in KLF5 inh: -4
Entry for Cn1c(=O)c2ncn(CC(=O)Nc3ccc4c5c(cccc35)CC4)c2n(C)c1=O in aSyn 5UTR inh: -21
Entry for Fc1ccc(-c2n[nH]c(=S)n2-c2ccc3c(c2)OCCO3)cc1 in SKKanGAS inh: 3
Entry for COc1ccc(Cn2c(C)nc([N+](=O)[O-])c2SCC(=O)O)cc1[N+](=O)[O-] in aSyn 5UTR inh: 12

The listing continues:
| compound | aSyn 5UTR inh | TRPC6 act | HIF act | SKKanGAS inh | TRPC4 act | MrgX1 antagonist | KLF5 inh | IEC-6 cytotox | TRPC4 PAM | TRPC4 block | TRPC6 inh |
| --- | --- | --- | --- | --- | --- | --- | --- | --- | --- | --- | --- |
| O=C(NCCNCCO)C1(C(F)(F)F)C/C(=C\CCO)CCCO1 (stereo not drawn) | 17 | i | -0.2 | -6 | i | i | x | x | i | i | i |
| Cc1ccc(-n2ncc3c(=O)n(-c4ccc(C)c(C)c4)c(C)nc32)cc1 | 17 | i | -1.6 | 8 | i | i | 13 | 2 | i | i | i |
| N#CC1=C(N)SC(N)=C(C#N)C1c1c(Cl)cccc1Cl | -25 | i | 0.1 | u | i | i | -8 | -2 | i | i | i |
| S=C(Nc1ccccc1)N1CCN(c2ccccn2)CC1 | 19 | i | 0.4 | -17 | i | i | -35 | -3 | i | i | i |
| COCCCNC(=O)CN(CCc1ccccc1)S(=O)(=O)c1ccccc1 | 13 | i | 0.0 | -2 | i | i | -12 | 1 | i | i | i |
| COCCNC(=O)/C(C#N)=C\c1ccc(CNC(=O)C(=O)Nc2ccc(C)c(C)c2)o1 | 9 | i | -0.4 | -10 | i | i | 3 | 3 | i | i | i |
| COc1ccc(NC(=O)c2cc(-c3ccc(C)cc3O)n[nH]2)c(OC)c1 | 3 | i | 0.6 | 8 | i | i | -19 | -3 | i | i | i |
